EPAC2 antagonist: EPAC2 (human) antagonism; Potency, µM (top dose mostly 114 µM), without a hit: at the top dose activity, negative = inhibition, hits mostly inhibitors; Q8WZA2; EPAC2 GEF exchange of Rap1B-BODIPY-GDP, fluorescence; AID 720708; 0.18% of 360,000 active; also: % is scaled to controls: 0 for no effect and ±100 for the full control effect; nearly all actives have a fitted effect of over 45% in size; many of its hits are not listed in these tables
Target sequence (Q8WZA2 whole entry, looked up): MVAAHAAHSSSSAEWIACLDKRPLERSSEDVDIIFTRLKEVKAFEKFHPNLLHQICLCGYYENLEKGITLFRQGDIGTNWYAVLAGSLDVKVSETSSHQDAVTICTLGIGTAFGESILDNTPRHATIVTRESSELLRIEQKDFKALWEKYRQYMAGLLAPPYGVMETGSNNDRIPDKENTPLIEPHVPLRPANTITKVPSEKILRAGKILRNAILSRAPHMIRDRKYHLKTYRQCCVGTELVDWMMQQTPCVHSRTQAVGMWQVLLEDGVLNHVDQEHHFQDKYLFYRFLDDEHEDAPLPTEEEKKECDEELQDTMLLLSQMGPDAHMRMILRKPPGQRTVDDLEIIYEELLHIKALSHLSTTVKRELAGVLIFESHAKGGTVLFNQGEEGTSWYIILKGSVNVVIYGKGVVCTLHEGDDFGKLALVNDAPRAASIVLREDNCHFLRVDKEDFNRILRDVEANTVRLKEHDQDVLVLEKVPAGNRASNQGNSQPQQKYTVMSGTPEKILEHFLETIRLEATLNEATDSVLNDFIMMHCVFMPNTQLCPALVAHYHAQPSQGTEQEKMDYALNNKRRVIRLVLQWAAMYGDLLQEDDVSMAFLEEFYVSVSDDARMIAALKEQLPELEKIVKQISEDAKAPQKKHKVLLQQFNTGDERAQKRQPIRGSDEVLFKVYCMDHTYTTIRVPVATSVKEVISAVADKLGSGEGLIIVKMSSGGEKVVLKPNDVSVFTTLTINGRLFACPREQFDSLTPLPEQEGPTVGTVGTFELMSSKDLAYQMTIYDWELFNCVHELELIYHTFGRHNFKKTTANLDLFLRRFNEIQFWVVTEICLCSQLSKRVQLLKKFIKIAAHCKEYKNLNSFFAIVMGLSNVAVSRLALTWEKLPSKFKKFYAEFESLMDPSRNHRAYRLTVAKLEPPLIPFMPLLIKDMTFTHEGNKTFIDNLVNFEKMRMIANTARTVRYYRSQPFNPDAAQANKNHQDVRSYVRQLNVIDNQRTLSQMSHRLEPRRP
MCF10A rerep: induces DNA re-replication in MCF 10a normal breast cells | MCF 10A DNA re-replication, Hoechst nuclear intensity, 48 h | Potency, µM (doses to about 46.1 µM), for inactives: at the highest dose activity, positive = re-replication, most hits filed as activators | 2.9% of 350,000 active; also: % of control where 0% means no effect; nearly all actives have a fitted effect of over 50% in size
HepG2 viability: HepG2 cytotoxicity, counter-screen for TGF-b inhibitors; HepG2 CAGA-GFP viability, ATP luminescence, 18 h; Potency, µM (series often up to 46.1 µM), without a hit: top-dose activity change, negative = cytotoxicity, actives largely listed as cytotoxic; 0.76% of 410,000 active; AID 588856; also: some results filed as inactive show a strong effect at the top dose
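CellTiter-Glo luminescence gave cytotoxicity after 18 hours at 37 degrees C. The cells were HepG2 CAGA-GFP in 1% FBS DMEM, stimulated with 500 pg/mL TGF-beta after compound addition. %Activity was normalised to no-cell wells (complete cell-killing) and DMSO (no toxicity), and curves were fitted and classified.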
ATXN2 expr inh: reduces ATXN2 reporter expression in HEK-293 cells | HEK-293 ATXN2-luciferase reporter, luminescence, 24 h | Potency, µM (highest dose often 57 µM), for the others: at the top dose activity change, negative = inhibition, actives largely listed as inhibitors | 0.72% of 360,000 active | AID 1745845; also: % is scaled to controls: 0 for no effect and ±100 for the full control effect; nearly all actives have a fitted effect of over 55% in size
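qHTS (up to 57 uM final) was run with 24 h compound exposure of reporter cells at 37 °C. Each well was multiplexed: SteadyGlo luminescence measured ATXN2-luciferase expression after a fluorogenic Gly-Phe-AFC viability readout (25 uM final).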
TGFb inhibitor: TGF-b pathway inhibition | HepG2 CAGA-GFP TGF-b/SMAD3 reporter, GFP fluorescence, 18 h; TGF-beta stimulated, 500 pg/mL final | Potency, µM (titrated, usually from 46.1 µM), for the others: top-dose activity, negative = inhibition, hits mostly inhibitors | 1.2% of 410,000 active | AID 588855; also: % is scaled to controls: 0 for no effect and ±100 for the full control effect; nearly all actives have a fitted effect of over 65% in size
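HEPG2 CAGA-GFP cells (1000/well, DMEM with 1% FBS) were pre-incubated 2 h at 37 degrees C, given compound by pin tool, then stimulated with TGF-beta at 500 pg/mL final for 18 h before per-cell GFP fluorescence imaging.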
Nrf2 ARE act: Nrf2 pathway activation; AREc32 ARE-luciferase reporter (MCF7-derived line), luminescence, 24 h; Potency, µM (top dose mostly 46.1 µM), without a hit: at the top dose activation, usual class: activators; 0.31% of 410,000 active; also: % of control where 0% means no effect; nearly all actives have a fitted effect of over 65% in size
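For detection, Steady-Glo was added and plates sat 30 min at RT; before that, AREc32_Fluc cells grown overnight in OPTI-MEM/5% FBS had been treated with 23 nL compound for 24 hr at 37 deg C.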
A549 viability: A549 cytotoxicity, counter-screen for Nrf2 inhibitors; A549 ARE-Fluc cells, CellTiter-Fluor viability, 18-24 h; Potency, µM (doses to about 46 µM), inactives show at the top dose activity change, negative = cytotoxicity, usual class: inhibitors; 0.16% of 390,000 active; AID 504648; also: % is scaled to controls: 0 for no effect and ±100 for the full control effect
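A549 ARE_Fluc cells in 5% FBS OPTI-MEM were exposed to compounds in concentration-response for 18-24 h at 37 deg C. Viability was read by CellTiter-Fluor fluorescence (Ex 405/Em 525) after 30 min, before the luciferase read.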
Nrf2 inh: Nrf2 pathway inhibition. A549 ARE-Fluc reporter, luciferase luminescence, 18-24 h. AID 504444. 2.1% of 360,000 active. Potency, µM (titrated, usually from 46 µM), inactives show at the top dose activity change, negative = inhibition, most hits filed as inhibitors; also: % is scaled to controls: 0 for no effect and ±100 for the full control effect; nearly all actives have a fitted effect of over 60% in size
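Concentration-response testing used A549 ARE_Fluc cells at 5000 cells/well. Following an 18-24 h compound incubation, viability was read by fluorescence (Ex 405/Em 525) and luciferase output by luminescence.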
ATXN viability: cell viability loss in ATXN counter-screen. 0.49% of 400,000 active. Potency, µM (series often up to 56.7 µM), actives largely listed as cytotoxic. AID 651635. S2 cells (HEK-293 line with an ATXN2-luciferase reporter) viability, CellTiter-Fluor protease fluorescence, 24 h; also: nearly all actives have a fitted effect of over 40% in size
Starred values were filed as active, the others as inactive; i = inactive; ? = inconclusive; . = not tested or not shown; [ ] = another dose, or the depositor's remark. Calls follow the shape of the dose curve; as a rule, active = well fitted curve in the direction sought with a large enough effect; inconclusive = small, poorly fitted or top-dose-only effect, or another doubt; inactive = no such curve, though single readings can be large; an effect the other way counts as inactive or inconclusive. Potency is read from the fitted curve at half-maximal effect. A portion of the library; rates above refer to the full screens.

canonical_smiles	EPAC2 antagonist	MCF10A rerep	HepG2 viability	ATXN2 expr inh	TGFb inhibitor	Nrf2 ARE act	A549 viability	Nrf2 inh	ATXN viability
O=C(c1ccccc1)N1CCN(C(=S)NCc2ccco2)CC1	16%	-5%	18%	-6%	0%	-0.2%	7%	6%	i
C=C1c2cc3c(cc2NC(=S)N1Cc1ccccc1)OCO3	-3%	-28%	-5%	-12%	0%	?	-10%	-15%	i
CCc1ccc(NC(=O)[C@H](C)NC(=O)C2CCN(C(=O)[C@@H](N)C(C)C)CC2)cc1	-6%	-10%	-22%	.	?	2.8%	?	1%	i
COc1ccc(CN2CCNC(=O)C2CC(=O)N2CCCCO2)c(OC)c1 (configuration not stated)	18%	-11%	4%	.	-9%	-0.1%	-2%	2%	i
CCc1ccccc1NC(=O)Cn1cc(C(=O)c2ccc(Cl)cc2)c(=O)c2ccc(C)nc21	.	.	-17%	4%	-9%	-0.6%	2%	?	i
COCC(=O)Nc1nc2ccc(S(C)(=O)=O)cc2s1	-3%	4%	-25%	10%	-3%	2.3%	6%	?	i
CCOc1cc(/C=N/NC(=O)Cc2ccc(C(F)(F)F)cc2[N+](=O)[O-])ccc1O	10%	-7%	12%	6%	-14%	0.4%	-6%	2%	i
CC(C)(C)OC(=O)N1CCC(c2c(C(=O)NCc3cccs3)cnn2-c2cccc(F)c2)CC1	.	.	-14%	.	-12%	-1.1%	-4%	-24%	.
CCN=C(NCC)SC1CC(=O)N(c2ccccc2)C1=O (configuration not stated)	-2%	-1%	2%	1%	-4%	0.1%	-1%	13%	i
COc1ccc(CCC(=O)NC2CC(=O)N(c3ccccc3)C2)cc1 (configuration not stated)	.	.	-2%	.	0%	3.5%	6%	.	.
Cc1nnsc1C(=O)N/N=C/c1ccccc1	0%	-34%[inhibitor]	-6%	1%	9%	0.3%	1%	-6%	i
O=C(N/N=C/c1ccc(O)cc1)/C(=C/c1ccccc1)CCO	-2%	2%	-16%	3%	-13%	-0.3%	-6%	-8%	i
CCOc1ccc(NC(=O)CN(C)C2=NS(=O)(=O)c3ccccc32)cc1	5%	.	-26%	.	-11%	-0.5%	.	.	i
Cc1[nH]n(-c2ccccc2)c(=O)c1N=Nc1cccc([N+](=O)[O-])c1	-14%	?	1%	-14%	-3%	19%	-1%	14%	i
C=CCOn1c(=O)c(-c2ccc(OCC)cc2)[n+]([O-])c2ccccc21	3%	-7%	10%	11%	-6%	1.3%	-1%	?	i

Eight successive compounds out of the list so far:
canonical_smiles	EPAC2 antagonist	MCF10A rerep	HepG2 viability	ATXN2 expr inh	TGFb inhibitor	Nrf2 ARE act	A549 viability	Nrf2 inh	ATXN viability
CCc1ccc(NC(=O)[C@H](C)NC(=O)C2CCN(C(=O)[C@@H](N)C(C)C)CC2)cc1	-6%	-10%	-22%	.	?	2.8%	?	1%	i
COc1ccc(CN2CCNC(=O)C2CC(=O)N2CCCCO2)c(OC)c1 (configuration not stated)	18%	-11%	4%	.	-9%	-0.1%	-2%	2%	i
CCc1ccccc1NC(=O)Cn1cc(C(=O)c2ccc(Cl)cc2)c(=O)c2ccc(C)nc21	.	.	-17%	4%	-9%	-0.6%	2%	?	i
COCC(=O)Nc1nc2ccc(S(C)(=O)=O)cc2s1	-3%	4%	-25%	10%	-3%	2.3%	6%	?	i
CCOc1cc(/C=N/NC(=O)Cc2ccc(C(F)(F)F)cc2[N+](=O)[O-])ccc1O	10%	-7%	12%	6%	-14%	0.4%	-6%	2%	i
CC(C)(C)OC(=O)N1CCC(c2c(C(=O)NCc3cccs3)cnn2-c2cccc(F)c2)CC1	.	.	-14%	.	-12%	-1.1%	-4%	-24%	.
CCN=C(NCC)SC1CC(=O)N(c2ccccc2)C1=O (configuration not stated)	-2%	-1%	2%	1%	-4%	0.1%	-1%	13%	i
COc1ccc(CCC(=O)NC2CC(=O)N(c3ccccc3)C2)cc1 (configuration not stated)	.	.	-2%	.	0%	3.5%	6%	.	.

Next section
canonical_smiles	EPAC2 antagonist	MCF10A rerep	HepG2 viability	ATXN2 expr inh	TGFb inhibitor	Nrf2 ARE act	A549 viability	Nrf2 inh	ATXN viability
Cc1cccc(C(C)C)c1NC(=O)C(C)OC(=O)Cc1n[nH]c(=O)c2ccccc12 (configuration not stated)	11%	-1%	-13%	3%	-1%	-0.1%	-2%	4%	?
CCc1ccc(NC(=O)c2sc3nc(C)nc(N4CCN(c5ccccn5)CC4)c3c2C)cc1	-14%	?	-8%	1%	29%	0.4%	-6%	?	i
COC(=O)c1ccsc1NC(=O)c1ccco1	4%	4%	-15%	2%	-1%	20%	-5%	-15%	i
COC(=O)c1c(NC(=O)CN2C(=O)c3ccccc3C2=O)sc(Cc2ccc3c(c2)OCO3)c1C	22%	0%	-27%	-20%	4%	0.4%	-6%	-22%	i
COc1ccc(Cc2n[nH]c(=S)n2-c2cc(C)ccc2C)cc1OC	-10%	.	-11%	9%	1%	-0.1%	.	.	i
Oc1ccccc1-c1cc(C(F)(F)C(F)F)[nH]n1	2%	-7%	-36%	28%	11µM*	5.2%	-8%	7%	i
COc1ccc(N2C(=NC(C)=O)SC3CS(=O)(=O)CC32)cc1OC (configuration not stated)	5%	2%	1%	1%	4%	1.9%	-4%	3%	i
Cc1cccc(-n2cc(CN(C)Cc3nccn3C)c(-c3cccc(F)c3)n2)c1	8%[57.1 µM]	?	-14%	.	-23%	3.5%	-3%	?	?
Fc1ccccc1CSc1nncn1NC/C=C/c1ccccc1	-10%	2%	-5%	6%	-2%	2.9%	4%	10%	i
OCCN1CN=C(Nc2nc3ccccc3o2)NC1	13%	-1%	-1%	11%	-6%	-0.5%	-6%	12%	i
CCC[n+]1cn(/C(C(=S)Nc2cccc(Cl)c2C)=C(/[O-])c2ccc(OC)c(OC)c2)c2ccccc21	-13%	-1%	1%	-28%	-2%	0.3%	4%	3%	i
CCc1ccc(CN(C)Cc2nc(Cc3ccccc3)no2)nc1	1%	0%	-31%	.	5%	-0.7%	5%	0%	i
Cc1cc(C)cc(N2CCN(C(=O)N3CCOCC3)CC2)c1	8%	-3%	-10%	-4%	-4%	-0.5%	-9%	-8%	i
Cn1c(=O)c2c(nc(SCC(=O)N3CCOCC3)n2C)n(C)c1=O	-6%	0%	13%	5%	-1%	-0.2%	0%	3%	i
Cc1cn2c(=O)cc(COC(=O)c3ccc(NC(=O)COc4ccccc4F)cc3)nc2s1	.	.	8%	.	5%	0.5%	-5%	.	.

Other compounds.
canonical_smiles	EPAC2 antagonist	MCF10A rerep	HepG2 viability	ATXN2 expr inh	TGFb inhibitor	Nrf2 ARE act	A549 viability	Nrf2 inh	ATXN viability
CC1CCCN(S(=O)(=O)c2ccc(NC(=O)c3cccc(-n4cnnn4)c3)cc2)C1 (configuration not stated)	-3%[57.1 µM]	15%	-17%	-14%	?	0.6%	4%	?	i
Cc1ccc(C2c3[nH]c4ccccc4c3CCN2C(=O)c2ccc(N(C)C)cc2)cc1 (configuration not stated)	.	.	-13%	.	?	4.4%	-5%	.	.
CCOC(=O)N1CCN(C(=O)C2CC(c3ccccc3OC)=NO2)CC1 (configuration not stated)	-4%	-3%	-15%	0%	0%	0.3%	-2%	7%	i
CCOc1ccc(NC(=O)CN2C(=O)NC(C)(c3ccc4c(c3)OCCCO4)C2=O)cc1OCC (configuration not stated)	-5%	7%	-18%	-11%	-14%	-0.6%	0%	6%	i
CCC(=O)Nc1ccc2c(c1)nc1n2CCN(C2CCCCC2)C1	5%	-6%	1%	6%	2%	4.1%	-10%	?	i
CCc1ccc(C(=O)NNC(=O)CC2OC(=O)c3ccccc32)cc1 (configuration not stated)	-1%	3%	0%	23%	4%	8.8%	0%	?	i
O=[N+]([O-])c1ccc(Cl)c(S(=O)(=O)NC2=NCCC2)c1	-28%	0%	1%	-9%	9%	4.1%	-8%	-17%	i
O=C(OCc1cc(=O)n2cc(Br)ccc2n1)c1ccc(Cl)c(S(=O)(=O)NCc2ccccc2)c1	-2%	15%	5%	-8%	0%	-0.2%	-2%	9%	i
CCCCc1ccc(-n2nnnc2SCC(=O)Nc2cc(OC)c([N+](=O)[O-])cc2C)cc1	-1%	?	-2%	-12%	-9%	-0.4%	-3%	?	i
CCOC(=O)CCCN1C(=O)CCn2nc(-c3cn(C)c4ccccc34)cc21	.	.	-18%	.	.	1.1%	-1%	16%	.
CN(C(=O)c1cn2ccccc2n1)c1c(N)n(Cc2ccccc2)c(=O)[nH]c1=O	11%	-1%	5%	5%	-18%	-0.9%	-4%	-1%	i
COc1ccc(N2Cc3cccc(C(=O)Nc4ccc(C(C)C)cc4)c3C2=O)cc1	.	.	1%	15%	22%	2.5%	7%	?	i
Cc1cccc(OCC(=O)N(Cc2ccco2)C2CCS(=O)(=O)C2)c1C (configuration not stated)	-20%	?	-3%	-4%	5%	0.4%	-4%	16%	?
O=C(c1ccc(=O)n(Cc2ccccc2)n1)N1CCN(C/C=C/c2ccccc2)CC1	-1%	7%	-53%	-19%	?	2.2%	-1%	?	i
COc1cc(CC(=O)N(C)CC(=O)Nc2ccc(Cl)c(C(F)(F)F)c2)cc(OC)c1OC	-7%	?	-4%	-21%	10%	-0.4%	-16%	?	i
Nc1ccc(N2CCCCC2)c(Cl)c1	-6%	17%	13%	1%	8%	0.1%	3%	?	i
CCOc1ccc2c(c1)OC(c1ccccc1)(C(F)(F)F)NC2=O (configuration not stated)	8%	12%	-29%	-17%	-6%	-0.3%	13%	5%	i

From PubChem BioAssay
